PTHR1 agonist: qHTS for PTHR1 Agonists: Primary Screen | 410,000 compounds, 0.075% hits | AID 743266, 2014 | Parathyroid hormone/parathyroid hormone-related peptide receptor (Homo sapiens), Q03431 | Potency, µM (series often up to 115 µM), without a hit: at the top dose activation, hits mostly activators | HEK293 GP2 PTHR1 cells, GloSensor cAMP luminescence, 1 h; active = well fitted activation curve with a large enough effect; inconclusive = small, poorly fitted or top-dose-only effect, or another doubt; inactive = no such curve, though single readings can be large or run the other way; note: potency is the fitted concentration of half-maximal effect; nearly all actives have a fitted effect of over 55% in size; some results filed as inactive show a strong effect at the top dose; inactives centre near -15; many of its hits are not listed in these tables
Target sequence (Q03431 whole entry, looked up): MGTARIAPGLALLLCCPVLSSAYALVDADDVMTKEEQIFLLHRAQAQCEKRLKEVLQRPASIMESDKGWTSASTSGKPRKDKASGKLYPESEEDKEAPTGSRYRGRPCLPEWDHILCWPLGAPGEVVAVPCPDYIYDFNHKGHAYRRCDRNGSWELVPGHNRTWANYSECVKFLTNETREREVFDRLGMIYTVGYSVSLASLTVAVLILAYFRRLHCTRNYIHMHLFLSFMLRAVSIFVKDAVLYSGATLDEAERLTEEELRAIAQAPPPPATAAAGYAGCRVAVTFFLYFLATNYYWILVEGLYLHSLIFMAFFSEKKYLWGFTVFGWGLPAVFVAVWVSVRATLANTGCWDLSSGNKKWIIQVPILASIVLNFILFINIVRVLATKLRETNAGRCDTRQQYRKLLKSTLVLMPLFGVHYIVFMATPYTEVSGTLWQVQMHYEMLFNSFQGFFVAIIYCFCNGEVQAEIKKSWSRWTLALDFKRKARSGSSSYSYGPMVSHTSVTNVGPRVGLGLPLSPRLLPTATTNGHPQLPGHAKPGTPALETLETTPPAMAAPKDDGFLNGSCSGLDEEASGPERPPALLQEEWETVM
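HEK-293-derived GP2 cells expressing PTHR1 and a GloSensor cAMP reporter, 3,000/well, plated overnight, given luciferin plus IBMX (each 0.5 mM as added) for 1 h at 37 °C, then compound for 1 h at 37 °C. Luminescence was read after 15 min at room temperature.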
DRD3 agonist: qHTS of D3 Dopamine Receptor Agonist: qHTS; 410,000 compounds, 0.58% hits; D(3) dopamine receptor (Homo sapiens), P35462; max activation, %; D3R DiscoveRx beta-arrestin cells, luminescence, 90 min; in the data active = max activation above about 30%; note: 0% is about no effect; mostly tested at two doses, the higher about 12 µM
Target sequence (P35462 whole entry, looked up): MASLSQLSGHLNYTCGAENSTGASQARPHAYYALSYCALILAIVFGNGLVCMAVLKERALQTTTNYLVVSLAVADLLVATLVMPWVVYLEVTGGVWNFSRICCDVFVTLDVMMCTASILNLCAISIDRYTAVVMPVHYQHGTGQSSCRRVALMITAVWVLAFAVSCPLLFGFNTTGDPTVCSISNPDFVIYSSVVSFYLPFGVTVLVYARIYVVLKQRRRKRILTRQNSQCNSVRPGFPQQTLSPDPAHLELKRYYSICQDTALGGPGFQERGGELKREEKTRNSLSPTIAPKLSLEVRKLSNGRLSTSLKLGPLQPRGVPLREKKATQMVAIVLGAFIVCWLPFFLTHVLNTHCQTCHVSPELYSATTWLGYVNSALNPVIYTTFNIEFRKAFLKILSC
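Cells at 1500/well, incubated overnight, then treated with pinned compounds (dopamine as control) for 90 min at 37 degrees C. DiscoveRx reagent added for 30 - 60 minutes at room temperature; luminescence read.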
Active calls of the source: *; i = inactive; ? = inconclusive; [ ] = another dose, or the depositor's remark.

smiles,PTHR1 agonist,DRD3 agonist
CC(=O)Nc1ccccc1-c1nc2ccccc2n(C(C)C(=O)Nc2cccc(C)c2C)c1=O (stereo unspecified),9.5%,-13.9
O=C(C1CCN(S(=O)(=O)c2cccc3nonc23)CC1)N1CCN(c2ccc(F)cc2)CC1,-33.2%[inhibitor],-2.9
Cc1cccc(C)c1NC(=O)NCCc1c[nH]c2ccccc12,i,-9.2
COc1ccccc1NC(=O)CSC1=Nc2ccccc2C2=NC(CC(=O)NCc3ccccc3)C(=O)N12 (stereo unspecified),3.5%,-11.5
COc1cc([N+](=O)[O-])ccc1NC(=O)c1nc2ccccc2n(C)c1=O,-21.8%,7.2
O=C(CCS(=O)(=O)c1cc2c3c(c1)CCN3C(=O)CC2)Nc1cccc(Br)c1,-24.4%,-2.5
Cc1ccc2c(c1)-c1onc(C(=O)N3CCN(c4cc(C)ccc4C)CC3)c1CO2,-24.1%,3.1
Cc1ccc(CNC(=O)Cn2c(=O)n(-c3ccc(Cl)cc3)c(=O)c3c(C)c(C)sc32)cc1,i,-11.2
Cc1ccccc1OCC(=O)Nc1ccccc1C(=O)OCc1cc(=O)n2c(C)csc2n1,-40.0%[inhibitor],9.6
COc1cccc2cc(S(=O)(=O)c3ccc(F)c(C)c3)c(=O)oc12,-28.9%,-7.6
Cc1cc(Nc2ccc(F)cc2F)nc(-n2nc(C)cc2C)n1,-4.4%,2.7
CCOc1ccc(C(c2c(O)cc(C)n(CCOC)c2=O)N2CCN(c3ccccc3F)CC2)cc1 (stereo unspecified),i,-12.8
Cc1ccc(CCNC(=O)C2CCCN(c3nnc(C)c4c(C)n(-c5ccccc5)nc34)C2)cc1 (stereo unspecified),i,7.0
Cc1cc(C)cc(NC(=O)c2cnn(-c3ccc(C)c(C)c3)c2C2CCNCC2)c1,i,-3.3
COc1ccc(C(C)C)cc1S(=O)(=O)NCCc1c(C)[nH]c2ccc(C)cc12,i,6.7
CCN(C(=O)Cn1c(=O)n(Cc2ccc3c(c2)OCO3)c(=O)c2ccc(C(=O)NC3CCCCC3)cc21)c1cccc(C)c1,-17.9%,6.8
CC1CCC2(CC1)N=C(c1ccccc1)C(=O)N2CC(=O)Nc1ccc(F)c(Cl)c1 (stereo unspecified),-40.5%[inhibitor],6.5
Cc1ccc(Cl)cc1NC(=O)CSc1ccc(C(=O)O)cn1,-12.4%,0.5
CCN(CC)C(=O)C1CCCN(c2ncnc3onc(C)c23)C1 (stereo unspecified),-10.0%,6.4
O=C(/C=C/c1cn(CC(O)CN2CCCCCC2)c2ccccc12)c1ccc(Br)cc1 (stereo unspecified),i,-15.1

Part of the list above in order of number of heavy atoms, largest number first.
smiles,PTHR1 agonist,DRD3 agonist
COc1ccccc1NC(=O)CSC1=Nc2ccccc2C2=NC(CC(=O)NCc3ccccc3)C(=O)N12 (stereo unspecified),3.5%,-11.5
Cc1ccccc1OCC(=O)Nc1ccccc1C(=O)OCc1cc(=O)n2c(C)csc2n1,-40.0%[inhibitor],9.6
Cc1ccc2c(c1)-c1onc(C(=O)N3CCN(c4cc(C)ccc4C)CC3)c1CO2,-24.1%,3.1
COc1ccc(C(C)C)cc1S(=O)(=O)NCCc1c(C)[nH]c2ccc(C)cc12,i,6.7
COc1cc([N+](=O)[O-])ccc1NC(=O)c1nc2ccccc2n(C)c1=O,-21.8%,7.2
Cc1cccc(C)c1NC(=O)NCCc1c[nH]c2ccccc12,i,-9.2
Cc1ccc(Cl)cc1NC(=O)CSc1ccc(C(=O)O)cn1,-12.4%,0.5

More results
smiles,PTHR1 agonist,DRD3 agonist
CCc1cccc(C)c1NC(=O)C1CCCN(S(=O)(=O)c2cccc3nsnc23)C1 (stereo unspecified),-5.3%,-10.9
O=S(=O)(Nc1cc(F)ccc1F)c1ccc2[nH]c3c(c2c1)CCCCC3,-37.3%[inhibitor],-5.2
Cc1ccn2c(Nc3ccc4c(c3)OCO4)c(-c3ccc(N(C)C)cc3)nc2c1,i,-2.7
Cc1ccc(C)c(NC(=O)C2CCN(S(=O)(=O)c3c(C)noc3/C=C/c3cccs3)CC2)c1,i,-1.5
Cc1cc(C)cc(NS(=O)(=O)c2ccc(-c3cc(C)no3)cc2)c1,-46.6%[inhibitor],-3.1
O=C(CCNS(=O)(=O)c1ccc2c(c1)CCN2C(=O)C1CC1)Nc1ccc(F)cc1F,-19.1%,1.9
COc1ccc(CCNc2oc(/C=C/c3cc(OC)c(OC)c(OC)c3)nc2C#N)cc1OC,i,12.8
O=C(c1ccc(Cl)cc1)N1CCCCC1CCN1CCOCC1 (stereo unspecified),?,4.9
COc1ccccc1NC(=O)c1cc2c([nH]c1=O)CC(C)(C)CC2=O,-2.8%,-0.7
COc1ccccc1C(=O)Nc1c(C(=O)N2CCN(c3ccc(F)cc3)CC2)oc2ccccc12,i,-6.8
Cc1cn(C)c(CC(=O)N2CCN(c3ccc(F)cc3)CC2)c1C(=O)O,-12.0%,-0.2
CCc1ccc(-c2cc(C)no2)cc1S(=O)(=O)N1CCN(c2cccc(Cl)c2)CC1,i,-6.8
CCOC(=O)c1cccc(NC(=O)CSc2ncc3c(n2)-c2ccccc2N(C)S3(=O)=O)c1,28.9%,4.5
CC(=O)Nc1ccc(C2Nc3c(C)cc(C)cc3-c3cc(C)nn32)cc1 (stereo unspecified),i,-14.1
COc1ccc(OC)c(NS(=O)(=O)c2ccc3c(c2)CCCN3C(=O)C2CCC2)c1,-9.0%,-5.4
Cc1ccc(NC(=O)Cn2cnc3c2c(=O)n(C)c(=O)n3C)cc1C,6.9%,10.4
CCCCc1nn2c(=O)cc(COC(=O)c3ccc(NC(=O)c4cccc(OC)c4)cc3)nc2s1,-2.7%,-9.5
CCOC(=O)c1ccccc1NC(=O)CSc1nc2ncccc2[nH]1,i,8.8
CCN(CC)C(=O)C1CCN(S(=O)(=O)c2ccc3c(c2)CCCN3C(C)=O)CC1,-15.9%,6.7
COc1ccc(S(=O)(=O)NCCc2sc(-c3cccc(F)c3)nc2C)cc1,-25.0%,7.8

Next results.
smiles,PTHR1 agonist,DRD3 agonist
CCn1c2ccccc2c2cc(CN3CCN(Cc4ccc(Br)cc4)CC3)ccc21,-38.7%[inhibitor],-44.5
COc1ccc(C(=O)OCc2cc(=O)n3nc(C4CC4)sc3n2)cc1OC,-18.5%,-5.1
COc1cc(C2CC(=O)Nc3cc4c(cc32)OCCO4)cc(OC)c1O (stereo unspecified),i,-3.8
CCOC(=O)c1c(C)[nH]c(CCC(=O)Nc2c(C)cccc2CC)c1C,i,9.8
CCCCc1nc2ccccc2n1CC(=O)N(COCC)c1c(C)cccc1CC,-1.8%,-8.4
COc1ccc(C2C=C(c3ccccc3)Nc3nc(NC(=O)/C=C/c4ccccc4Cl)nn32)cc1 (stereo unspecified),-26.5%,3.8
Cc1ccc(C2=NN(CC(=O)NC(C)c3ccccc3)C(=O)CC2)cc1 (stereo unspecified),-14.4%,5.6
COc1cccc(CNC(=O)Cc2c(C)c3c(cc(C)c4c(C)c(C)oc43)oc2=O)c1,i,12.3
COc1cc(NC(=O)Cn2cnc3sc(C)c(S(=O)(=O)N4CCC(C)CC4)c3c2=O)cc(OC)c1OC,-11.9%,-2.8
Cc1ccccc1Cn1c(=O)n(CC2CCC(C(=O)N3CCOCC3)CC2)c(=O)c2sccc21 (stereo unspecified),i,-4.4
C=C(C)Cn1c(SCC(=O)c2ccccc2)nc2sc3c(c2c1=O)CCCC3,i,1.2
CN(C)c1ccc(CNC(=O)Cc2ccc(NC(=O)N3CCCCc4ccccc43)cc2)cc1,i,-0.8
COc1ccc(Cl)cc1Nc1cc(C)nc2nc(-c3ccccc3C)nn12,i,7.3
CCOC(=O)C1CCCN(S(=O)(=O)c2csc(C(N)=O)c2)C1 (stereo unspecified),i,-5.8
CCn1cc(C(=O)NCCc2ccc(Cl)cc2)c(=O)c2cc(S(=O)(=O)N3CCC(C)CC3)ccc21,i,-5.7
Cc1ccc(S(=O)(=O)N(CC(=O)Nc2cccnc2)c2cc(Cl)ccc2C)cc1,-17.1%,-27.8
COc1ccc(CNC(=O)c2sc3nc4n(c(=O)c3c2C)CCCC4)cc1,-24.5%,-1.8
COc1ccc(NS(=O)(=O)c2ccc3[nH]c4c(c3c2)CCCCC4)cc1,-43.9%[inhibitor],-9.5
CCOc1ccc(-n2c(-c3ccc(C)cc3)nc3c(cnn3-c3ccccc3)c2=O)cc1,i,-3.8
COc1ccc(NC(=O)CSc2ccc(-c3cccs3)nn2)cc1,-10.4%,6.9

Remaining list, next part.
smiles,PTHR1 agonist,DRD3 agonist
CCc1nn(CC(=O)NCc2cccc(OC)c2)c(=O)c2cc3cc(F)ccc3n12,-1.3%,6.2
Cc1ccc(N2C(=O)CS(=O)(=O)C23C(=O)Nc2ccccc23)cc1C (stereo unspecified),i,-0.6
Cc1nn(C(C)C(=O)NCc2cccc(F)c2)c(=O)c2c1sc1ccccc12 (stereo unspecified),i,5.3
COC(=O)c1ccc(NC(=O)c2nn(C)c3c2COc2ccccc2-3)cc1,?,3.2
CCn1c(=O)c2sccc2n2c(CCCC(=O)Nc3ccc(OC)c(OC)c3)nnc12,i,9.8
CCN(C(=O)c1cc(S(=O)(=O)N2CCOCC2)cn1C)c1ccc(OC)cc1,-0.5%,-5.5
Cc1ccc(NC(=O)CSc2nnc3[nH]c(=O)cc(C)n23)cc1Cl,-6.3%,-6.0
CC(C)Sc1ncc(Cl)c(C(=O)Nc2ccc(S(=O)(=O)N3CCCCC3C)cc2)n1 (stereo unspecified),i,1.4
O=C(Nc1cccc(C(F)(F)F)c1)Nc1nnc(N2CCCCC2)s1,-22.2%,13.4
Cc1cccc(C(=O)Oc2c(Sc3ccccc3)c(C)nn2C(C)(C)C)c1,i,-9.6
N#Cc1nc(COc2cccc(Cl)c2)oc1NCCc1ccccc1,-3.6%,-8.5
CCOc1ccccc1NC(=O)Cn1c(=O)oc2cc(S(=O)(=O)NCc3ccccc3)ccc21,-9.9%,1.5
O=C(c1cccc(Cl)c1)N(Cc1cccc(F)c1)C1CCS(=O)(=O)C1 (stereo unspecified),i,-4.0
Cc1ccc(S(=O)(=O)NCC2CCC(C(=O)N(C)Cc3ccccc3)CC2)cc1 (stereo unspecified),-41.1%[inhibitor],-4.8
Cc1noc(C)c1S(=O)(=O)Nc1ccc(C(=O)Nc2ccc(C(C)C)cc2)cc1,-44.3%[inhibitor],-3.4
CCc1nc(SCc2cc(=O)c3cc(C)ccc3[nH]2)n[nH]1,i,4.6
O=C(CSc1nc2ccsc2c(=O)n1Cc1ccccc1Cl)NCc1ccc(Cl)cc1,-2.5%,6.6
Fc1cc(Br)ccc1Nc1c2c(nc3nc(-c4cccs4)nn13)CCCC2,-93.4%[inhibitor],7.2
Cc1cc(C)c(NC(=O)c2oc3c(c2C)-c2[nH]ncc2CC3)c(C)c1,i,4.6
CNC(=O)c1c(NC(=O)c2ccc(S(=O)(=O)N3CCCC(C)C3)cc2)sc2c1CCC2 (stereo unspecified),-5.1%,-11.4

At a glance, part of the list above.
smiles,PTHR1 agonist,DRD3 agonist
Fc1cc(Br)ccc1Nc1c2c(nc3nc(-c4cccs4)nn13)CCCC2,-93.4%[inhibitor],7.2
Cc1cc(C)c(NC(=O)c2oc3c(c2C)-c2[nH]ncc2CC3)c(C)c1,i,4.6

More results:
smiles,PTHR1 agonist,DRD3 agonist
Cc1ccc(C)c(CN2C(=O)c3ccccc3S(=O)(=O)c3ccc(C(=O)OCC4CCCO4)cc32)c1 (stereo unspecified),-8.1%,0.0
Cc1ccccc1CNC(=O)c1c(C)oc2c1C1=NCCN1C=N2,?,-25.5
CC1CN(C(=O)Nc2ccc(C(=O)NCCc3ccc(Cl)cc3)cc2)c2ccccc2S1 (stereo unspecified),-20.5%,-3.9
CCNC(=O)c1c(C)oc2ncn(C)c(=O)c12,16.0%,-2.0
CCN(CC)S(=O)(=O)c1ccc2c(c1)N(CC(=O)N1CCN(c3cc(Cl)ccc3C)CC1)C(=O)CO2,i,5.1
CC(C)(C)C(=O)OCc1cc(=O)n2nc(C3CC3)sc2n1,-20.3%,-5.0
O=S(=O)(c1ccc(Br)cc1)c1nnn2c1nc(NC1CCCCCC1)c1sccc12,i,-0.5
Cc1ccccc1-c1nnc(CN2CCN(c3cccc(C)c3C)CC2)o1,15.4%,1.6
COc1cccc(CNC(=O)c2oc3ccc4c(c3c2C)C(=O)CC(C)(C)O4)c1OC,-25.5%,0.1
CCOc1cc2sc(N3CCC(C(=O)Nc4ccccc4C(=O)OC)CC3)nc2cc1Br,0.3%,16.1
CCCN(CCC)C(=O)Cn1c(=O)n(CCCCCC(=O)NCc2ccc3c(c2)OCO3)c(=O)c2sccc21,i,-5.6
CCOC(=O)c1c(C)[nH]c(C)c1S(=O)(=O)N(C)CC(=O)N1CCN(c2ccccc2OC)CC1,6.1%,-7.2

A portion of the library (hit frequency here may not be typical).
